Bioassay records from PubChem.
PHOSPHO1 inh – blocks human PHOSPHO1 phosphatase activity. Q8TCT1. recombinant PHOSPHO1, absorbance phosphatase assay. inhibition, % at 13.3 µM. 290,000 compounds, 1.1% hits. AID 1565; in the data active means inhibition above about 60%
MEKK3 PB1 HTS – raises or lowers MEK5 binding to the human MEKK3 PB1 domain; Q99759; bead-based flow cytometry, Alexa488-MEK5 binding to MEKK3; actives lie on both sides; 0 = blocked by unlabeled MEK5, 100 = vehicle; binding response (% of control), % at 10 µM; 290,000 compounds, 1.4% hits;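 active means binding response more than 3 SD above or below the average of its plate-row segment, actives on both sides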;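 further: Alexa488 bead fluorescence after subtracting the streptavidin-only scavenger bead signal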
IDE act – activators of human insulin-degrading enzyme in cells; P14735; HEK cells, FAbeta-B cleavage, fluorescence polarization; 0% vehicle, 100% cell-free pure enzyme wells; activation, % at 5.96 µM; 340,000 compounds, 0.073% hits; AID 493087;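 active means activation above the mean of all tested compounds plus 3 SD, set per screening campaign, cut at about 17% in these data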
IDE cell inh – inhibits human insulin-degrading enzyme in HEK cells; P14735; FAbetaB cleavage, fluorescence polarization; inhibition, % at 5.59 µM; 320,000 compounds, 0.41% hits;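 active means percent inhibition above the average of all tested compounds plus 3 SD, set per screening campaign, cut at about 16% in these data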;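 further: IDE supplied by intact live HEK cells; FP after avidin binding of uncleaved biotin substrate so inhibition keeps polarization high; 0% = DMSO wells and 100% = 60 µM reference IDE inhibitor Ii1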
GalR3 antag – blocks the human galanin receptor 3; O60755; HEK293 GalR3-CNG cAMP membrane potential fluorescence; galR3 body fused to GalR1 C-terminus; inhibition, % at 3 µM; 360,000 compounds, 0.44% hits; AID 651719;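 active means inhibition above the screen-wide average plus 3 SD, cut at about 13% in these data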;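 further: forskolin and galanin both at EC90 stimulate the cells; cAMP rise reported by CNG channel membrane potential dye signal; 0% = forskolin plus galanin with DMSO and 100% = forskolin alone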
CRFBP-R2 agonist – agonists of human CRF-binding protein/CRF-R2 receptor complex. activation, % at 13.2 µM. HEK293 CRF-R2/CRF-BP, calcium dye fluorescence (FLIPR); percent of saturating CRF peptide response. 350,000 compounds, 0.46% hits;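 active means activation of at least 50%, plus an integration ratio under a set limit after plate pattern correction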;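 further: plate controls were neutral control wells without compound for no effect and CRF at EC100 for full effect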
M4 PAM – potentiates acetylcholine response at human M4 receptor; AID 624126; activation, % at 3 µM; 360,000 compounds, 0.4% hits; CHO-K1 hM4/Gqi5, Fluo-8 calcium fluorescence, ACh EC20; 0% = ACh EC20, 100% = maximal ACh; P08173;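 active means activation above its plate's cutoff, the mean activation of sample wells plus 3 SD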; further: some results filed as inactive read as strong as hits
CRFBP-R2 block – blocks CRF-induced signaling of the CRF-BP/CRF-R2 complex; HEK293 CRF-R2/CRF-BP, CRF-induced calcium fluorescence; inhibition, % at 11.8 µM; 350,000 compounds, 0.59% hits; AID 588475;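 active means inhibition of the ligand-induced calcium signal above about 50% at the single tested concentration, limit read from the data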
p-CIP stab down – lowers stability of the mouse p/CIP coactivator protein. F442A p/CIP-EGFP cells, EGFP fluorescence, 16 h. decrease of EGFP signal, % at 10 µM. 290,000 compounds, 0.01% hits. AID 1984;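 active means EGFP signal decrease of at least 30% at 10 µM or well 3 SD below plate mean, unless failing retest; inactive means the rest, including hits failing retest or dose response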; further: some compounds called inactive have numbers as strong as hits; many of its hits are not listed in these tables
Active calls of the source: *; x = not tested or not shown; & = joins results of further samples.

Every second line gives: PHOSPHO1 inh, MEKK3 PB1 HTS, IDE act, IDE cell inh, GalR3 antag, CRFBP-R2 agonist, M4 PAM, CRFBP-R2 block, p-CIP stab down
- C#CCOCCOCCOCCNc1nc(N2CCN(C(=O)CCCCCCCCCCNC(=O)[C@H](CO)n3cc(CCCSC)nn3)CC2)nc(N2CCN(C(=O)CCCCCCCCCCNC(=O)[C@H](CCCCN)n3cc(CCO)nn3)CC2)n1
    x, x, 22*, 5, -8, 3.9, 7, -19, x
- COc1ccccc1CNC(=O)C(CC(C)C)NS(=O)(=O)c1ccc2c(c1)oc(=O)n2C (centres undefined)
    -9, 99, 0, -5, 3, -2.0, 2, 20, 7
- Oc1ccc(/C=N/Nc2ccc3ccccc3c2)c(O)c1
    37, 108, 0, 4, 0, 2.7, 6, -19, -1
- C=CCN(C(=O)CCC(=O)Nc1cc(C)on1)C(C(=O)NC1CCCC1)c1ccc(OC)cc1OC (centres undefined)
    -7, 106, 6, 8, -7, 0.0, 2, -9, -2
- O=C(O)c1ccc(CSc2nnc(-c3cccnc3)n2-c2ccc(Br)cc2)cc1
    -14, 84, 3, 10, 0, -1.7, -1, 4, -11
- Cn1c(/C(C#N)=C/c2ccncc2)nc2ccccc21
    16, 97, 3, -5, -3, 2.2, 3, -5, -8
- Cc1cc(F)ccc1S(=O)(=O)N1CCCOC1CNC(=O)C(=O)NCCCN1CCOCC1 (centres undefined)
    37, 105, 8, 1, 2, 0.0, 3, -2, -8
- CN1C(=O)C(O)(C2OC(C)(C)CCC2=O)c2ccccc21 (centres undefined)
    -4, 98, 7, 8, -4, -0.8, 3, 15, -9
- CC(=O)c1cccc(OC(=O)C2=CC=CN3CCS(=O)(=O)N=C23)c1
    x, x, -2, -3, -1, 0.3, 2, -3, x
- Cc1ccc(Oc2ccc(-c3nc(N)nc(N)n3)cc2)cc1
    17, 101, 3, 1, -6, 2.8, 1, -29, -1
- CCN1CCN(C(CNS(=O)(=O)c2ccc(OC)c(C)c2)c2cccnc2)CC1 (centres undefined)
    47, 101, 8, 0, 0, -1.3, 0, -17, -9
- C=C(C)[C@@H]1CC=C(CN2CCC(CCOC)(C(=O)OCC)CC2)CC1
    24, 102, 3, 6, -4, 1.0, -11, -9, -4
- Cc1cc(C)c2nc3nc(C)cc(C)c3c(N)c2c1
    -26, 91, -1, 8, -6, 39, -4, 91*, 5
- CCN(CC)c1cc(C)c(C#N)c2nc3ccccc3n12
    33, 88, 7, 4, -4, -2.0, -1, -20, -14
- CCOC1(OCC)N=C(N)C2(C#N)C(c3ccc(NC(C)=O)cc3)C12C#N (centres undefined)
    18, 79, -7, 3, -1, -1.1, 11, 9, -1
- CCCC(CCC(=O)OC)(C(=O)OCC)c1csc(N)n1 (centres undefined)
    7, 103, 2, 0, -4, -1.1, 9, 3, -8
- CCN(CC(=O)Nc1c(F)cccc1F)C(=O)c1cc(C)nc2ccccc12
    x, x, 6, 4, -1, -1.1, -1, 2, x
- COC(=O)C(Cc1csc2ccc(Cl)cc12)NC(=O)c1ccc(Cl)cc1 (centres undefined)
    10, 93, 8, 7, -8, 2.5, -4, -12, -21
- CC1=C(C(=O)Nc2ccccc2C(F)(F)F)C(c2ccc(C)s2)NC(=S)N1 (centres undefined)
    1, 103, 5, 2, -9, 1.2, 9, 8, -6
- COc1ccccc1S(=O)(=O)N(C)C[C@@H]1OCc2cnnn2CCCC(=O)N([C@@H](C)CO)C[C@H]1C
    x, x, x, x, -6, 0.7, -1, -1, x
- O=C(O)C1C2CCC(O2)C1C(=O)Nc1ccc(F)cc1 (centres undefined)
    39, 102, 2, 6, 1, -1.7, 8, 8, 0
- COc1cc(NC(=O)c2ccccc2F)ccc1NC(=O)c1ccccc1Cl
    25, 105, 1, -4, 1, 0.7, 0, -1, -8
- COc1cccc(NC(=O)CN(C)C(C)C(=O)N2CCCC2)c1 (centres undefined)
    x, x, -1, 2, -4, -1.3, -3, 0, x
- CC(=O)C1=NN(c2ccc(Cl)cc2)C(c2ccc3c(c2)OCO3)N(C(C)=O)N1C (centres undefined)
    45, 93, -2, -1, -2, 0.8, -19, 2, -9
- COc1cccc2c(SCC(=O)N/N=C/c3ccc(O)c(O)c3)cc(C)nc12
    47, 110, x, 0, -5, -3.2, -10, 29, 3
- Cc1ccc(NC(=O)c2oc3ccccc3c2NC(=O)c2ccc3c(c2)OCO3)cc1
    -9, 91, -2, -1, -7, -0.4, -3, -44, -5
- CCOc1ccccc1/C=N/N1CCN(Cc2ccccc2)CC1
    x, 104, 5, -4, -2, -1.6, -5, -28, -16
- O=C(CCSCc1ccccc1F)N1CCN(c2ccccn2)CC1
    -6, 99, -3, 3, -5, -3.7, 3, 3, 8
- COc1ccccc1Nc1nc2nonc2[nH]c1=O
    33, 99, 2, -6, -5, 0.9, 2, 5, -7
- CCOc1ccccc1NC(=O)C1C2C=CC(C2)C1C(=O)O (centres undefined)
    12, 88, 3, -1, -3, -0.7, 7, 14, -4

Profiles, quoted from the list.
CCN1CCN(C(CNS(=O)(=O)c2ccc(OC)c(C)c2)c2cccnc2)CC1 (centres undefined) is listed as PHOSPHO1 inh: 47; MEKK3 PB1 HTS: 101; IDE act: 8; IDE cell inh: 0; GalR3 antag: 0; CRFBP-R2 agonist: -1.3; M4 PAM: 0; CRFBP-R2 block: -17; p-CIP stab down: -9
CC(=O)C1=NN(c2ccc(Cl)cc2)C(c2ccc3c(c2)OCO3)N(C(C)=O)N1C (centres undefined) is listed as PHOSPHO1 inh: 45; MEKK3 PB1 HTS: 93; IDE act: -2; IDE cell inh: -1; GalR3 antag: -2; CRFBP-R2 agonist: 0.8; M4 PAM: -19; CRFBP-R2 block: 2; p-CIP stab down: -9
COC(=O)C(Cc1csc2ccc(Cl)cc12)NC(=O)c1ccc(Cl)cc1 (centres undefined) is listed as PHOSPHO1 inh: 10; MEKK3 PB1 HTS: 93; IDE act: 8; IDE cell inh: 7; GalR3 antag: -8; CRFBP-R2 agonist: 2.5; M4 PAM: -4; CRFBP-R2 block: -12; p-CIP stab down: -21

Three compounds from above, limited to p-CIP stab down, MEKK3 PB1 HTS and CRFBP-R2 agonist:
| SMILES | p-CIP stab down | MEKK3 PB1 HTS | CRFBP-R2 agonist |
| --- | --- | --- | --- |
| C=CCN(C(=O)CCC(=O)Nc1cc(C)on1)C(C(=O)NC1CCCC1)c1ccc(OC)cc1OC (centres undefined) | -2 | 106 | 0.0 |
| COc1cccc2c(SCC(=O)N/N=C/c3ccc(O)c(O)c3)cc(C)nc12 | 3 | 110 | -3.2 |
| C=C(C)[C@@H]1CC=C(CN2CCC(CCOC)(C(=O)OCC)CC2)CC1 | -4 | 102 | 1.0 |

Going on with the list:
Every second line gives: PHOSPHO1 inh, MEKK3 PB1 HTS, IDE act, IDE cell inh, GalR3 antag, CRFBP-R2 agonist, M4 PAM, CRFBP-R2 block, p-CIP stab down
- CCOC(=O)c1nnn(CC(=O)Nc2cccc(F)c2)c1C(=O)OCC
    11, 109, 4, 4, -1, -1.3, -2, 2, 5
- O=C(CCCCCN1C(=O)c2ccccc2C1=O)Oc1ccc2c3c(c(=O)oc2c1)CCC3
    13, 123, 3, -5, -11, 1.1, -3, -11, -14
- O=C(NCC1CCCO1)C1CCN(S(=O)(=O)c2ccccc2)CC1 (centres undefined)
    18, 95, 4, -1, -3, 6.5, 0, 25, -6
- CCN(CC)S(=O)(=O)c1cc(NC(=O)COc2ccc(C#N)cc2OC)ccc1C
    -3, 95, 0, 2, 6, -0.5, -2, -3, 0
- CS(=O)(=O)N1CCN(c2ccccc2NC(=O)Cc2ccccc2)CC1
    2, 102, 6, -3, 3, 2.5, -2, -35, -14
- CCN(Cc1ccncc1)C(=O)CCc1nnc(CCc2ccc(OC)cc2)o1
    4, 98, 6, -2, -4, 0.1, 7, 7, 3
- COc1nc(N)nc2c1ncn2C1OC(CO)CC1O (centres undefined)
    x, x, 5, x, -5, 7.8, 2, 14, x
- Cc1ccc(-c2nn(-c3ccccc3)cc2/C=C(\C#N)c2cccc(C#N)c2)o1
    -2, 111, 2, 7, x, 5.3, 0, -2, -6
- Cc1ccc(C(=O)NCCSC2CCCCC2)cc1S(=O)(=O)Nc1ccccc1
    4, 108, 3, -5, -6, -0.2, -12, 5, -3
- COc1ccc(CCNC(=O)CSc2nc(-c3ccc(OC)c(OC)c3)ccc2C#N)cc1
    4, 98, 4, 2, -2, -5.2, 10, 1, -25
- O=C(NCCC(=O)N1CCCC(C(F)(F)F)C1)c1ccccc1Cl (centres undefined)
    20, 104, 0, 0, -6, -1.3, 0, 6, -5
- Cc1ccc(S(=O)(=O)Nc2ccc3c(c2)ncn3C(C)(C)C)cc1
    6, 105, -3, 3, -7, -2.0, -1, -32, -6
- COC(=O)CSc1nc(N)c(C#N)c(-c2ccc(O)cc2)c1C#N
    37, 97, 7, 6, 45*, 0.4, -24, 6, 0
- CC(C)(C)CC(=O)NC(=S)NCc1ccco1
    38, 104, -1, 3, -7, -0.1, 4, 0, -3
- Cn1cc(C(=O)c2ccc(Cl)cc2Cl)cc1C(=O)N/N=C(\N)COc1ccc(Cl)cc1
    48, 110, -5, 8, -8, -1.2, -6, 1, -2
- COc1cc(N2CCCC2)c(OC)cc1C=O
    10, 98, -3, -8, 0, -1.9, 0, 9, -9
- Cc1ccc(CN2C(=O)C(CC(C)C)Nc3ncnc(N4CCN(c5ccccc5)CC4)c32)cc1 (centres undefined)
    x, x, 2, 0, -2&-5, 0.4, 2&-7, -12, x
- CCCCn1c(N)c(N(CC)C(=O)c2ccc3c(c2)S(=O)(=O)c2ccccc2C3=O)c(=O)[nH]c1=O
    36, 113, 3, 3, -5, 3.7, 11, -80, 7
- CCOc1ccc(OCCC(=O)OCC(=O)N2CCN(S(=O)(=O)c3ccc(Cl)cc3)CC2)cc1
    19, 99, 2, -1, 0, -1.6, 0, 6, -17
- O=C(O)/C=C/c1ccc(Cn2ccnc2)cc1
    x, 102, 5&4, 1, x, -1.5&-2.2, -2&-9, 19&6, x
- COc1ccc(OC)c(C(=O)NC(CC(N)=O)c2ccc(NCc3ccccn3)c([N+](=O)[O-])c2)c1 (centres undefined)
    -19, 99, 3, -2, -7, -1.0, 3, 4, 4
- CC1(c2ccc(Cl)cc2)NC(=O)N(CN2CCOCC2)C1=O (centres undefined)
    3, 102, -2, 4, -9, -0.8, 4, 1, -4
- Cn1c(=O)c2c(nc(N3CCCCCC3)n2CCSc2nc3ccccc3o2)n(C)c1=O
    -1, 98, 3, 0, x, -0.1, -8, 0, -18
- O=C(NCc1ccccc1)C(=O)NCC1OCCN1S(=O)(=O)c1ccc(Br)cc1 (centres undefined)
    43, 101, 6, 3, -3, -0.7, 3, -14, 0
- CCOC(=O)NNC(=O)CCn1c2c(c3ccccc31)CCCC2
    3, 100, 6, 4, 1, -3.2, -9, -2, 3
- COc1ccccc1-c1cc(C(F)(F)F)nc(S(C)(=O)=O)n1
    -9, x, 5, -2, 9, 3.9, 11, -29, -4
- c1ccc(N=P(N2CCOCC2)(N2CCOCC2)N2CCOCC2)cc1
    9, 93, -10, 6, -11, 4.6, 2, -1, -16
- Cc1cccc(N2CC3=C(C2=O)C(c2ccccc2)NC(=O)N3C)c1 (centres undefined)
    6, 102, -5, 9, -5, -1.9, 8, 0, 1
